# Screens deposited in PubChem by Broad Institute.
# SIRT5 block: blocks human SIRT5 desuccinylation of peptide; Q9NXA8; inhibition, % at 15 µM; Purified SirT5, succinyl-peptide AMC, trypsin-coupled fluorescence; actives 1.1% (n = 330,000); in the data active = inhibition above about 15%
# Target sequence (Q9NXA8 whole entry, looked up): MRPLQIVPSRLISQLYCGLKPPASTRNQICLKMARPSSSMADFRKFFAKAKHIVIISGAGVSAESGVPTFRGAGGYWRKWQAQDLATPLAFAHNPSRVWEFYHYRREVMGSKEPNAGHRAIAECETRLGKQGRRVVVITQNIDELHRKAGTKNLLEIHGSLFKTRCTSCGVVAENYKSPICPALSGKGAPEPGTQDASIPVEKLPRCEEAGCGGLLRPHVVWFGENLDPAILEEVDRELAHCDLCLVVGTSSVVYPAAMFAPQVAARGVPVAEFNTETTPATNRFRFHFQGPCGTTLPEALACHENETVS
# Statin myotox sup: suppressors of simvastatin-induced myotoxicity in C2C12 myotubes; ATP luminescence, 48 h; scaled: DMSO 0, geranylgeraniol control 100; rescue of ATP level, % at 7.49 µM; actives 0.78% (n = 330,000); AID 602340;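 active = mean ATP rescue above about 67%, or every replicate alone reaching that limit, limit read from the data, passing the limit was not always enough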;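 also: myotubes were challenged with 10 µM simvastatin during compound exposure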
# Xi reactivation: X-chromosome reactivation activator; XiGFP mouse fibroblasts, % GFP-positive cells imaging, 3 d; cells co-treated with 5-aza-dC sensitizer; scaled so ellipticine positive control = 100%; activation, % at 7.58 µM; actives 0.055% (n = 360,000); AID 743238;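 active = mean normalized replicate activation at least 10% and every replicate at or above 10%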;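 also: 0% = median of on-plate neutral control wells and 100% = ellipticine 6 µM median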
#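 Material: SV40-immortalized XiGFP fibroblast cells, line 68-5-11 | Buffer or medium: DMEM containing 5-aza-dC | Dosing: One concentration, pinned | Times: 3 d treatment, 15 min room-temperature fixation | Controls: Ellipticine 6 µM positive control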
# ERAP1 HTS inh: inhibitors of human ERAP1 aminopeptidase. Q9NZ08. recombinant ERAP1, Leu-AMC fluorescence, 60 min. inhibition, % at 10.7 µM. actives 0.15% (n = 340,000). AID 652197;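 active = mean replicate inhibition of at least 30%, or all replicates individually reaching that 30% level; inactive = mean below 30% and not every replicate reaching it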;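 also: 0% = neutral control wells and 100% = L-leucinethiol positive control wells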
# S100A4 MyoIIA: S100A4-myosin IIA interaction inhibition; S100A4/TAMRA-MyoIIA peptide fluorescence polarization; inhibition, % at 10.7 µM; AID 652163; P26447; actives 0.14% (n = 360,000);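 active = mean inhibition of at least 70% across replicates, with every replicate also reaching that level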
# Target sequence (P26447 whole entry, looked up): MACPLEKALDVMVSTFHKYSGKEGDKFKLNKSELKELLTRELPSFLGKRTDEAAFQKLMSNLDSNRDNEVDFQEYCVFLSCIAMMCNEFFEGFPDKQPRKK
#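 Test system – S100A4 monomer (human) · Compound – single-point compound testing · Schedule – 5 min incubation before reading · Probe or stimulus – TAMRA-labelled myosin IIA heavy-chain peptide probe, 5 nM · Benchmarks – neutral control DMSO, positive control TFP · Medium – Calcium-containing HEPES buffer, pH 7.2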
# Cneo AK release: causes C. neoformans cell lysis; adenylate kinase release luminescence, 4 h; normalised: neutral wells 0, clomiphene wells 100; lysis activity, % at 15 µM; actives 0.2% (n = 360,000);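 active = mean lysis activity across replicates of at least 80%, whatever share of replicates individually reach that level; inactive = mean lysis activity below 80%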
#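 Material – log-phase Cryptococcus neoformans yeast cells · Input – 5 × 10^6 yeast cells/mL · Medium – fresh YPD growth medium · Doses – single compound concentration per well · Timing – static 4 h at 37 °C with compound, 1 h detection · Detection – adenylate kinase release luminescence · Read-out – signal increase indicating cell lysis · Control set – Clomiphene as positive lysis control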
# LGR2 inh: blocks bursicon-induced cAMP signaling via Drosophila LGR2. HEK293 LGR2, CRE-luciferase, bursicon-stimulated, 4 h. actives 0.35% (n = 380,000). inhibition, % at 9.99 µM;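 active = drop in luminescence signal, shown as inhibition above about 50% in the replicate tests, limit read from the data, passing the limit was not always enough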;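 also: agonist challenge used bursicon conditioned medium at about half maximal strength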
# PGC1a acetyl inh: lowers PGC1a acetylation signal in U2OS cells | AlphaScreen anti-acetyl-lysine; with virally co-expressed GCN5 acetyltransferase | inhibition, % at 15.6 µM | actives 0.17% (n = 350,000);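 active = every replicate shows inhibition of at least 40%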;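 also: 0% = neutral control wells and 100% = positive control wells; some results beyond the cut were filed as inactive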
# Numbers without * were called inactive; . = not tested or not shown. These rows are one share of the data; rates above refer to the full screens.
no.	SMILES	PGC1a acetyl inh	Statin myotox sup	ERAP1 HTS inh	LGR2 inh	Xi reactivation	Cneo AK release	S100A4 MyoIIA	SIRT5 block
1	COc1ccc(S(=O)(=O)Nc2ccc3c(c2)C(=O)N([C@H](C)CO)C[C@H](C)[C@H](CN(C)Cc2ccc(C(=O)O)cc2)OCCCC[C@H](C)O3)cc1	7	.	-6	-18	-0.3	2	2	-1
2	COc1ccc(C(=O)N2CCC(n3nccc3NC(=O)C3CC3)CC2)cc1F	.	.	5	5	0.3	-15	-8	-2
3	C[C@H](CO)N1C[C@H](C)[C@@H](CN(C)C(=O)NC2CCCC2)Oc2cc(/C=C/c3ccccc3)ccc2S1(=O)=O	-2	-33	0	26	-0.3	3	-6	0
4	O=C(C1CCC1)N1CC(=O)N2[C@@H](CO)[C@@H](c3ccc(-c4ccccc4F)cc3)[C@@H]2C1	-3	.	1	12	0.2	.	-3	-3
5	CCCCc1ccc(NC(=O)CSc2nc(=O)n(CCN(C)C)c3c2CCC3)cc1	-2	20	1	6	0.0	-1	-4	0
6	O=C(Nc1ccc(Cl)cc1)N[C@@H]1CC[C@H](CCn2cc(-c3ccccc3F)nn2)O[C@H]1CO	-13	3	-2	37	0.0	-2	7	-3
7	Cc1cccc(NC(=O)c2cccnc2Oc2ccccc2)c1C(=O)O	0	8	0	-9	0.0	-2	-4	-1
8	CCOC(=O)c1c(C)nc2sc(C(N)=O)c(N)c2c1-c1ccc(OC)cc1	-20	-3	.	1	.	-2	.	.
9	COc1cccc(C#Cc2ccc([C@H]3[C@@H](CO)N4C(=O)CN(C(=O)c5ccncc5)C[C@@H]34)cc2)c1	-13	.	0	14	0.0	.	2	4
10	COCc1[nH]nc2c1C(c1ccc(C)cc1)NC2=O (centres undefined)	.	.	-1	-40	0.3	.	-3	1
11	CCC(NS(=O)(=O)c1ccc(C)cc1)C(=O)N1CCN(c2ccccn2)CC1 (centres undefined)	-1	-9	.	15	0.3	-1	5	.
12	CCOc1ccc(-c2ccc(/C=C3/C(=N)N4C=CSC4=NC3=O)o2)c([N+](=O)[O-])c1	-3	.	-3	23	-0.1	3	-2	1
13	CN(C)S(=O)(=O)c1cccc2nsnc12	-2	-1	.	-1	.	0	.	.
14	COCC(=O)N(C)C[C@@H]1Oc2ncc(C#C[C@H](C)O)cc2C(=O)N([C@@H](C)CO)C[C@H]1C	9	-1	-3	0	0.6	16	1	-13
15	O=C1Nc2ccc(F)cc2C12Nc1ccccc1-c1nnc(SCc3ccccc3F)nc1O2 (centres undefined)	11	1	7	-1	.	1	-1	2
16	CCC(=O)N1CC2(CN(Cc3nccs3)C2)c2c(n(C)c3cc(OC)ccc23)[C@H]1CO	-6	.	0	-4	0.1	.	-1	1
17	NC(=O)c1ccsc1NC(=O)COC(=O)c1ccc(Cl)c(N)c1	.	-7	3	-1	0.0	0	-1	-3
18	COC(=O)[C@@H]1C[C@@]2(O)[C@@H](O)[C@@H](O)[C@@H](O)C[C@H]2N1Cc1ccc(C(F)(F)F)cc1	0	14	-5	.	0.2	-4	1	.
19	Cc1c(C(=O)OCC(=O)NC2CC2)oc2ccc(Br)cc12	.	-3	0	-17	0.0	-1	-7	-4
20	COC(C[C@H]1O[C@@H]1[C@@H](O)[C@H](C)OCc1ccccc1)OC	-8	8	-1	-29	-0.1	4	0	-1
21	CCC(c1nnnn1Cc1ccc(OC)cc1)N1CCN(C(=O)c2ccco2)CC1 (centres undefined)	17	-20	1	-3	0.0	-1	-2	-1
22	Cc1noc(C)c1S(=O)(=O)N(C)C[C@@H]1OCc2ccccc2-c2c(n(C)c3ccccc23)C(=O)N([C@H](C)CO)C[C@H]1C	5	27	0	-10	0.0	1	-3	9
23	Cc1ccc(S(=O)(=O)Nc2ccc3c(c2)C(=O)N([C@H](C)CO)C[C@H](C)[C@H](CN(C)CC2CC2)OCCCC[C@H](C)O3)cc1	11	-30	-5	2	0.4	-5	-10	4
24	COc1ccc(CN(C)C[C@@H]2Oc3c(NS(=O)(=O)c4ccc(OC)cc4)cccc3C(=O)N([C@@H](C)CO)C[C@H]2C)cc1	1	6	0	9	-0.8	-2	-23	-4
25	COc1ccc2c(c1)C(=O)N(c1ccc(C)cc1C)C(=O)C2	9	9	10	4	0.3	1	-5	-1
26	O=C(O)c1ccc(-c2nnn(Cc3ccccc3F)n2)cc1	2	-13	2	-1	0.0	2	-6	4
27	Cc1nn(-c2ccccc2)c(N2CCCC2)c1C=O	.	-1	2	-11	0.2	-1	0	-7
28	COc1ccccc1C(NC(C)=O)c1c(O)ccc2ccc(O)cc12 (centres undefined)	-1	20	.	16	0.1	5	2	.
29	Cc1ccc(CNC(=O)CN2C(=O)CSc3ccc(S(=O)(=O)N4CCC(C)CC4)cc32)cc1	12	46	-2	-9	0.0	1	1	-2
30	CCOC(=O)CCn1cnc2ccc([N+](=O)[O-])cc2c1=O	-3	2	.	3	0.4	0	-3	0

# Copied from above, compounds 26–30
no.	SMILES	PGC1a acetyl inh	Statin myotox sup	ERAP1 HTS inh	LGR2 inh	Xi reactivation	Cneo AK release	S100A4 MyoIIA	SIRT5 block
26	O=C(O)c1ccc(-c2nnn(Cc3ccccc3F)n2)cc1	2	-13	2	-1	0.0	2	-6	4
27	Cc1nn(-c2ccccc2)c(N2CCCC2)c1C=O	.	-1	2	-11	0.2	-1	0	-7
28	COc1ccccc1C(NC(C)=O)c1c(O)ccc2ccc(O)cc12 (centres undefined)	-1	20	.	16	0.1	5	2	.
29	Cc1ccc(CNC(=O)CN2C(=O)CSc3ccc(S(=O)(=O)N4CCC(C)CC4)cc32)cc1	12	46	-2	-9	0.0	1	1	-2
30	CCOC(=O)CCn1cnc2ccc([N+](=O)[O-])cc2c1=O	-3	2	.	3	0.4	0	-3	0

# (next part)
no.	SMILES	PGC1a acetyl inh	Statin myotox sup	ERAP1 HTS inh	LGR2 inh	Xi reactivation	Cneo AK release	S100A4 MyoIIA	SIRT5 block
31	CC(NC(=O)CNC(=O)C(Cc1ccccc1)NC(=O)OCc1ccccc1)C(N)=O (centres undefined)	.	.	1	.	-0.2	.	2	0
32	CNC(=O)C[C@H]1CC[C@@H]2[C@H](COC[C@H](O)CN2S(=O)(=O)c2ccc(Oc3ccccc3)cc2)O1	1	-13	-1	16	-0.1	4	3	-3
33	Cc1ccc(S(=O)(=O)N2[C@@H](c3ccc(Cl)cc3)C(C(=O)O)=C[C@H]2C(C)(C)C)cc1	4	3	1	-6	0.0	2	-5	-6
34	COc1ccc(S(=O)(=O)N2CCCCCC2)cc1NC(=O)Cc1ccccc1F	-5	-1	.	3	.	.	0	2
35	C[C@@H]1CN([C@H](C)CO)C(=O)c2cccc(NC(=O)Nc3ccccc3)c2O[C@@H]1CN(C)S(C)(=O)=O	6	3	0	-7	-0.1	-1	-2	1
36	C[C@@H]1CN([C@@H](C)CO)C(=O)c2cc(-c3cccnc3)cnc2O[C@@H]1CN(C)Cc1ccccc1	-1	1	.	13	0.4	.	.	.
37	COc1ccccc1-c1cnc(C(O)c2ccc(C)cc2)[nH]1 (centres undefined)	.	5	1	-36	-0.1	1	9	-4
38	Clc1ccccc1Nc1nc2ccccc2o1	.	-24	1	-115	0.2	0	-2	-1
39	COc1ccccc1CNC(=O)COC(=O)c1ccc2c(=O)n3c(nc2c1)CCCCC3	-8	0	3	6	-0.1	0	-2	-2
40	CO[C@H]1CN(C)C(=O)c2ccc(NS(=O)(=O)c3cccc(C)c3)cc2OC[C@@H](C)NC[C@H]1C	-8	16	-1	3	0.0	-6	-22	-6
41	COC(=O)c1ccc2nc(-c3ccc(F)cc3)c(CC3CCCCC3)n2c1	.	.	0	-60	0.2	.	-9	-5
42	CCCNC(=O)Nc1ccc2c(c1)C(=O)N(C)C[C@@H](OC)[C@H](C)CN(C(=O)C1CCOCC1)[C@@H](C)CO2	-9	7	3	3	0.0	-1	-1	0
43	Cn1c(=O)c2c(nc(CN3CCc4ccccc4C3)n2Cc2ccc(Cl)cc2)n(C)c1=O	7	5	.	-11	.	0	.	.
44	Cc1ccc(S(=O)(=O)N2[C@@H](c3ccc(Cl)cc3)C(C(=O)O)=CC[C@H]2c2ccc3c(c2)OCO3)cc1	-13	-5	-1	.	0.5	1	-2	2
45	CC1CCN(S(=O)(=O)c2ccc(C(=O)N3CCCC3C(=O)O)cc2)CC1 (centres undefined)	8	13	5	.	0.0	2	-2	-2
46	CN1C(=O)c2cc(NC(=O)c3ccccc3)ccc2OC[C@@H]2O[C@H](CC(=O)NCC3CC3)CC[C@@H]21	-2	-20	6	-6	0.1	4	13	-4
47	CCc1ccc(NC(=O)CSc2nnc(CNC(=O)c3ccc(OC)cc3)o2)cc1	-2	4	-4	6	0.1	-2	-5	-1
48	C#Cc1cccc(Nc2nc(NC(C)C)nc3ccsc23)c1	.	-2	-1	-9	0.0	-2	-2	.
49	CC(C)N1CCN(C(=O)c2ccc(NC(=O)c3ccc(Br)o3)cc2)CC1	-8	-16	.	-2	-0.3	4	9	.
50	Cc1cc(C)cc(NC(=O)c2ccc(N3C(=O)C4CCCCC4C3=O)cc2)c1 (centres undefined)	.	-12	1	-12	0.4	3	15	1
51	COCC(=O)Nc1ccc2c(c1)OC[C@H](C)N(C(=O)COC)C[C@H](C)[C@@H](OC)CN(C)C2=O	2	.	3	8	0.1	.	7	.
52	O=C1N/C(=C/c2ccc(N3CCOCC3)o2)C(=O)N1c1ccccc1	8	16	-3	-5	0.5	.	-3	.
53	O=C(COC(=O)COc1ccccc1)Nc1ccc(S(=O)(=O)N2CCOCC2)cc1	2	7	-3	-6	0.0	2	4	0
54	O=C1OCC2=C1C(c1ccc(F)cc1)c1cc3c(cc1N2)OCO3 (centres undefined)	.	.	0	.	0.0	.	14	-2
55	CC(C)NC(=O)NC(=O)CSc1nnc(C(F)(F)F)n1C	3	.	7	-14	0.0	.	3	-3
56	COCC(=O)NC1CC(C)(C)Cc2c1cnn2-c1ccc(F)cc1 (centres undefined)	-2	-1	-2	0	-0.1	-1	-3	9
57	CC(=O)NCCNC(=O)C1(C)Cc2c(-c3ccc(C(N)=O)cc3)ccnc2O1 (centres undefined)	13	9	5	4	0.0	0	-3	-4
58	CCc1ccc(NC(=O)Cn2c(=O)oc3cc(S(=O)(=O)N4CCOCC4)ccc32)cc1	0	-9	3	8	0.0	0	-3	0
59	CO[C@H]1CN(C)C(=O)c2cc(NC(=O)Nc3ccccc3)ccc2OC[C@H](C)N(C(=O)CN(C)C)C[C@@H]1C	-2	-21	2	15	0.1	-2	3	-5
60	O=C(N/N=C/c1ccc(-c2cccc([N+](=O)[O-])c2)o1)c1cccs1	-4	.	2	.	0.2	.	4	1
61	C[C@H]1CN([C@@H](C)CO)C(=O)c2cc(C#CCc3ccccc3)cnc2O[C@H]1CN(C)Cc1ccccn1	7	.	2	-11	0.9	0	-2	-2
62	COc1ccc(-c2nnn(CC(=O)N(CC(=O)NC3CCCC3)c3ccccc3)n2)cc1OC	-7	.	-1	16	0.0	.	51	.
